Screening results as filed in PubChem BioAssay.
PV pol inh – poliovirus RdRp elongation inhibitors, primary screen, biochemical, fluorescence polarization, total intensity | poliovirus polymerase elongation; stronger effect = lower value | 0.66% of 150,000 active | AID 588519, 2011 | % elongation, % (compound at 16.7 µg/mL) | Genome polyprotein (Poliovirus type 1 (strain Mahoney)), P03300; in the data active means % elongation below about 90%; further: some results filed as inactive read as strong as hits
Target sequence (P03300 1749-2209 limits assumed): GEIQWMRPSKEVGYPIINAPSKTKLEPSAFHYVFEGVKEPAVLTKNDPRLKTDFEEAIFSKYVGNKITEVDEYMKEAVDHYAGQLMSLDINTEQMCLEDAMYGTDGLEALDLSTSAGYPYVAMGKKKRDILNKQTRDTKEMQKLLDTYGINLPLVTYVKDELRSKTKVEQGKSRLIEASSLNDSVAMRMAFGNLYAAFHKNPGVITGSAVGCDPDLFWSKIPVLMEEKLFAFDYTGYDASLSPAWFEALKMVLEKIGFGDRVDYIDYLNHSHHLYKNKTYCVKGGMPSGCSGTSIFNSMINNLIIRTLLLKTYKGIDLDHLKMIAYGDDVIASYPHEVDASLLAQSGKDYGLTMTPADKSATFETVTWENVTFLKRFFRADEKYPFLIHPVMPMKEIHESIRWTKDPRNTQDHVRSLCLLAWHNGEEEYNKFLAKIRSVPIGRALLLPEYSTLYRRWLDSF
PV pol inh FP z-score – recorded beside PV pol inh, whose call it bears; z-score; measured here: FP z-score; hits read low
Starred values were filed as active, the others as inactive.

SMILES | PV pol inh | PV pol inh FP z-score
CCOC(=O)c1ccc(NC(=O)CSc2ccc3ccccc3n2)cc1 | 105 | 0.4
COc1cccc(-n2ccnc2SCC(=O)Nc2ccc(N3CCN(C)CC3)cc2)c1 | 94 | -0.8
Cc1cc(=S)[nH]c2ccccc12 | 104 | 0.5
O=c1c2c3c(sc2nnn1Cc1ccccc1)CCCC3 | 100 | -0.2
CC(=O)N1CCOc2cc(S(=O)(=O)Nc3cccc(C(F)(F)F)c3)c(Cl)cc21 | 109 | 0.6
O=C(Nc1ccc(Br)cc1)c1cc(S(=O)(=O)N2CCc3ccccc32)ccc1F | 113 | 1.1
CC1=C(C(N)=O)C(c2ccc(F)cc2)n2nc(-c3ccc(N(C)C)cc3)nc2N1 (centres undefined) | 103 | -0.7
C[N+](C)(C)[C@H]1C(O)O[C@@H]2C(O)CO[C@@H]21 (some centres undefined) | 106 | 0.1
O=C(CSc1ncc(-c2ccccc2)n1-c1ccccc1)NCCN1C(=O)CSC1=O | 99 | -0.4
CCCc1nnc2c3c4c(sc3ncn12)CCCC4 | 100 | -0.4
O=C(CSc1ncn[nH]1)Nc1nccs1 | 100 | -0.4
COc1cccc(CNC(=O)N2CC3CCCN3c3ccccc32)c1 (centres undefined) | 101 | 0.1
CC(C)Cc1ccc(C(C)C(=O)N2CCN(c3ccc(C(F)(F)F)cn3)CC2)cc1 (centres undefined) | 104 | 0.2
O=C(Cc1ccccc1)Nc1c(C(=O)c2ccccc2)oc2ccccc12 | 104 | 0.3
Cc1ccc(-n2c(=O)cc(N3CCN(c4ccccc4Cl)CC3)[nH]c2=O)cc1 | 110 | 0.7
O=C(NCC(c1cccs1)S(=O)(=O)c1cccs1)c1ccccc1F (centres undefined) | 109 | 0.3
N#CCC(=O)NS(=O)(=O)c1ccc(Cl)cc1 | 99 | -0.1
CSc1nc(CN2CCN(S(=O)(=O)Cc3ccccc3)CC2)cc(=O)[nH]1 | 105 | 0.1
COc1ccc(C2=NC(=O)/C(=C\c3cc(OC)c(OC)c(OC)c3)O2)cc1 | 101 | 0
Clc1ccc(OCCN2CCN(c3nc4ccccc4c4nc(-c5ccncc5)nn34)CC2)cc1 | 101 | -0.1
NS(=O)(=O)c1ccc(CCNc2nc3c(-c4ccc(Cl)cc4)nnn3c3ccccc23)cc1 | 100 | -0.3
COc1ccc(Cn2c(NCC(C)C)nc3c2c(=O)n(C)c(=O)n3C)cc1 | 113 | 0.3
CCC(=O)Nc1cccc(-c2ccc(N3CCC(C)CC3)nn2)c1 | 104 | 0.2
COc1ccc(N2CCN(C(=O)COc3cc(=O)n(C)c4ccccc34)CC2)cc1 | 102 | 0.8
Cc1ccc2c(c1)C1CN(C)CCC1N2C(=S)Nc1cccnc1 (centres undefined) | 101 | -0.2
O=C(C1CCCN(S(=O)(=O)c2cccc3nonc23)C1)N1CCN(c2cccc(C(F)(F)F)c2)CC1 (centres undefined) | 107 | 0.4
Cc1ccc(-n2cnc3cc(C(=O)NCc4ccccc4Cl)ccc32)c(C)c1 | 100 | -1.6
CCOC(=O)CN1CCN(C=O)CC1 | 108 | 0.4
Cc1ccc(S(=O)(=O)N2CCN(c3ccccc3)CC2)s1 | 101 | -0.5
Cc1c(Cl)cccc1NC(=O)CNS(=O)(=O)c1cccs1 | 120 | 2.9
Oc1ccccc1C1OC2CCCCC2C2=CCCCC21 (centres undefined) | 100 | -0.6
O=C1c2ccccc2S(=O)(=O)N1CC(O)Cn1c2ccccc2c2ccccc21 (centres undefined) | 102 | 0
COc1ccc(OCCC(=O)OCc2c(C)noc2C)cc1 | 100 | -0.4
CCOc1ccc(OCCCC(=O)O)cc1 | 103 | 0.3
CCOc1ccc(NC(=O)Cn2cnc3nc4c(cc3c2=O)CCCC4)cc1 | 105 | -0.3
COCCCNC(=O)CCCn1c(=O)c2cccn2c2cccnc21 | 106 | -0.2
O=C(C(Cc1ccccc1)N1C(=O)C2C3C=CC(C3)C2C1=O)N1CCOCC1 (centres undefined) | 95 | -0.8
Cc1cccc(-c2nc(CN3CCCC(C(=O)N4CCN(c5cc(Cl)ccc5C)CC4)C3)c(C)o2)c1 (centres undefined) | 107 | 0.2
Cc1ccc(O)c(NC(=O)c2cc(-c3ccc(F)cc3)no2)c1 | 105 | -0.2
CCOC(=O)c1nc(Nc2ccc(OC)cc2)c2ccccc2n1 | 101 | -1.3
Cc1c(CCNC(=O)c2ccc(C(F)(F)F)cc2)sc2nc(-c3ccc(F)cc3)nn12 | 103 | -0.8
CCOC(=O)c1ccc(NC(=O)CN(c2ccc(C)cc2)S(=O)(=O)c2c(C)noc2C)cc1 | 115 | 2
CC12COC3(C(=O)Nc4ccccc4)CC1CCC32C (centres undefined) | 100 | -0.1
COc1ccc(/C=C/C(=O)Nc2ccncc2)cc1OC | 104 | 1
Fc1ccc(NCc2ccccc2-c2nnc(-c3ccccc3Cl)o2)cc1 | 110 | 1.5

Four records picked at random from the list so far, as already listed:
SMILES | PV pol inh | PV pol inh FP z-score
Cc1ccc(O)c(NC(=O)c2cc(-c3ccc(F)cc3)no2)c1 | 105 | -0.2
Cc1c(CCNC(=O)c2ccc(C(F)(F)F)cc2)sc2nc(-c3ccc(F)cc3)nn12 | 103 | -0.8
CCOc1ccc(OCCCC(=O)O)cc1 | 103 | 0.3
Cc1cccc(-c2nc(CN3CCCC(C(=O)N4CCN(c5cc(Cl)ccc5C)CC4)C3)c(C)o2)c1 (centres undefined) | 107 | 0.2

The results go on:
SMILES | PV pol inh | PV pol inh FP z-score
N#Cc1ccccc1OCC(=O)Nc1ccc2c(c1)OCCO2 | 104 | 0.3
COc1ccc(-n2cc(C(=O)NCCOc3cccc(-n4cnnn4)c3)nn2)cc1 | 102 | 0.2
Cc1ccc(Cn2nc(C)c(/C=N/N3CCOCC3)c2C)cc1 | 105 | 0.4
CCCCN(CCCNC(=O)c1cc(Nc2cccc(SC)c2)nc2ccccc12)Cc1ccccc1 | 106 | -0.5
Cc1cccc(S(=O)(=O)NCc2cccc(C(F)(F)F)c2)c1 | 103 | 0
O=C(CCN1C(=O)c2cccnc2Sc2ccccc21)N1CCc2ccccc21 | 101 | 0.2
CC(C)c1ccc2nc(Nc3nc4ccc(S(C)(=O)=O)cc4s3)sc2c1 | 102 | 0.1
CC1(C)C2CCC1(CS(=O)(=O)n1cnc3ccccc31)C(=O)C2 (centres undefined) | 101 | -0.3
C=CCn1c(=N)c(C#N)cc2c(=O)n3cccc(C)c3nc21 | 102 | 0.1
O=C(NCCc1ccccc1)C1CCN(c2cnccn2)CC1 | 101 | -0.5
COc1ccc(S(=O)(=O)n2ccnc2)cc1C | 103 | 0.3
Cc1ccc(S(=O)(=O)N2CCCC3(CCCCC3)C2)cc1 | 102 | 0.1
CN=c1scc(-c2ccc(OC)cc2)n1/N=C(\C)c1cccnc1 | 107 | 0.6
CC1CCCC(NC(=O)CSCc2cnn(-c3ccccc3)c2-n2cccc2)C1C (centres undefined) | 104 | 0.5
O=C(COC(=O)/C=C/c1ccc(I)o1)CN1CCN(C(=O)c2ccco2)CC1 | 102 | -0.1
Cc1ccsc1CNn1nnnc1N | 101 | 0
CCOC(=O)c1ccc(NC(=O)NC(C)c2ccc3c(c2)OCO3)cc1 (centres undefined) | 104 | 2
O=C(c1ccccc1)c1cnc(Nc2nc3ccccc3o2)nc1-c1ccccc1 | 102 | 0.4
c1ccc(-c2cc3ccccc3[nH]2)cc1 | 106 | 0.4
COc1ccccc1C(O)(c1ccc(O)cc1)C(CN1CCOCC1)c1ccccc1 (centres undefined) | 101 | -0.6
CN(C)S(=O)(=O)c1cccc(C(=O)N=C=S)c1 | 70* | -2.6*
COc1cc(N)ncn1 | 102 | 0.1
Cc1cc(C)c2c(-n3cccc3)c(C(=O)NCCc3ccc(S(N)(=O)=O)cc3)sc2n1 | 103 | 1.1
Cn1cccc1Cc1nnc(SCC(=O)Nc2ccccc2C(F)(F)F)n1CCc1ccccc1 | 101 | 0.1
COc1ccc(N2CCN(C(=S)Nc3ccccc3)CC2)cc1 | 102 | 0.1
Cc1cc2c(=O)[nH][nH]c(=S)n2n1 | 103 | 0.2
Cc1ccccc1-n1cnnc1SCC(=O)c1cc(C)n(C2CCS(=O)(=O)C2)c1C (centres undefined) | 101 | -0.3
COc1ccc2c(=O)c(NC(=O)Nc3ccc(F)cc3F)c[nH]c2c1 | 100 | -0.4
Cc1oc(-c2cccc(Cl)c2)nc1CS(=O)(=O)CC(=O)NC(C)CCc1ccccc1 (centres undefined) | 102 | -0.9
COc1cc(OC)c(NC(=O)c2c(C)oc3ncnc(N4CCCCC4)c23)cc1Cl | 108 | 0.1

In another format: two of the compounds above.
Compound	PV pol inh	PV pol inh FP z-score
COc1ccccc1C(O)(c1ccc(O)cc1)C(CN1CCOCC1)c1ccccc1 (centres undefined)	101	-0.6
Cc1ccsc1CNn1nnnc1N	101	0

(more compounds)
SMILES | PV pol inh | PV pol inh FP z-score
COc1cccc(-n2c(SCC(=O)Nc3c(C)cc(C)cc3C)nc3c([nH]c4ccccc43)c2=O)c1 | 101 | -1.4
Cc1cc(=O)[nH]c(N/N=C/CCc2ccccc2)n1 | 101 | -0.2
CN1CCN(C(=O)c2n[nH]c(=O)c3ccccc23)CC1 | 101 | -0.3
Nc1c(C(=O)N2CCOCC2)nnn1-c1ccccc1 | 103 | 0.4
O=C(NCCn1cccc1)c1cccc2ccccc12 | 102 | 0.9
NC(=O)C1CCN(C(=O)CC(c2ccccc2)c2ccccc2)CC1 | 102 | 0.2
CC(C)Cc1cc(-c2cccc(Br)c2)c(C#N)c(N)n1 | 103 | 0
N#CC1(c2ccc(Cl)cc2)CCCCC1 | 102 | 0.1
CCOC(=O)c1c(C)[nH]c(C)c1S(=O)(=O)NCC(=O)Nc1cccc(C(F)(F)F)c1 | 103 | -0.2
Cc1cccc(C(=O)NC(C)(C)CC(C)(C)C)c1 | 101 | -0.2
S=c1[nH]nc(CSCCOc2ccccc2)o1 | 99 | -1
COc1ccc(C(=O)NCc2ccccc2)cc1OC | 101 | 0.2
C=Cc1ccc(Cn2c(C(=O)O)c(CNC3CCCCC3)c3ccc(OC)cc32)cc1 | 112 | 0.8
COc1ccc(N2CCN(C(=O)C3CCN(S(=O)(=O)c4cn(C)cn4)CC3)CC2)cc1 | 104 | -0.5
O=C(Cn1nc(C(F)(F)F)c2c1CCC2)Nc1ccc(Cl)cc1 | 101 | -0.6

Look-ups from the entries so far:
Result of COc1ccc(C(=O)NCc2ccccc2)cc1OC under PV pol inh FP z-score: 0.2
Result of C=Cc1ccc(Cn2c(C(=O)O)c(CNC3CCCCC3)c3ccc(OC)cc32)cc1 under PV pol inh FP z-score: 0.8

Later entries
SMILES | PV pol inh | PV pol inh FP z-score
O=C1CC(C(=O)Nc2ccc(C(=O)O)cc2)C(c2ccccc2)O1 (centres undefined) | 101 | -0.1
CCOc1ccc(NC(=O)c2cc(Cl)nc3ccccc23)cc1 | 102 | -0.2
COc1ccc(-n2nc(C(=O)NCC(=O)Nc3ccccn3)c3ccccc3c2=O)cc1 | 101 | 0.5
COc1cccc(CC(=O)Nc2nnc(SCc3ccc(C#N)cc3)s2)c1 | 101 | -0.2
O=C(CSc1ccc(S(=O)(=O)N2CCCC2)cn1)Nc1ccc2c(c1)OCCCO2 | 105 | 0.3
CNC(=O)CCCN1C(=O)c2cccnc2Sc2ccccc21 | 104 | -0.5
CC1CC(C)CN(C(=O)COC(=O)c2ccccc2NC(=O)c2ccco2)C1 (centres undefined) | 96 | -0.3
CC(=O)Nc1nc(C)c(Cc2ccccc2)c(=O)[nH]1 | 106 | 0.3
Cn1ncc2c(=O)n(CC(=O)NC34CC5CC(CC(C5)C3)C4)cnc21 | 100 | -0.4
COc1cc2ccccc2cc1C(=O)OCC(=O)Nc1ccccc1Cl | 99 | -0.7
COc1ccccc1NC(=O)c1oc2ccccc2c1NC(=O)CSCc1ccccc1 | 103 | 0.4
Cc1cc(Oc2ccccc2)nc(SCc2ccccc2)n1 | 104 | 0.4
CC(C)c1ccc(O)cc1 | 99 | -0.3
O=c1[nH]c2ccc(N=Cc3ccc(F)cc3)cc2[nH]1 | 101 | 0
CNC(=S)N/N=C/c1cc(C)ccc1C | 104 | 0.3

Compounds shown so far that contain a COOH group:
SMILES | PV pol inh | PV pol inh FP z-score
CCOc1ccc(OCCCC(=O)O)cc1 | 103 | 0.3
C=Cc1ccc(Cn2c(C(=O)O)c(CNC3CCCCC3)c3ccc(OC)cc32)cc1 | 112 | 0.8
O=C1CC(C(=O)Nc2ccc(C(=O)O)cc2)C(c2ccccc2)O1 (centres undefined) | 101 | -0.1

Next records follow:
SMILES | PV pol inh | PV pol inh FP z-score
CCn1c(O)c(C=Nc2ccc(N3CCOCC3)c(Br)c2)c(=O)n(CC)c1=S | 100 | 0.1
CC1CCCC(C)N1S(=O)(=O)c1ccccc1 (centres undefined) | 103 | 0.4
CCC(C)N1CCN(C2CCCCC2)CC1 (centres undefined) | 100 | -0.4
CC(=O)c1cccc(NC(=O)Cn2ccn3nc(-c4ccccc4)cc3c2=O)c1 | 110 | 0.7
O=C(c1ccc2c(=O)n3c(nc2c1)CCCCC3)N1CCCC1 | 103 | 0.2
CCc1ccc(Nc2nnc(-n3nc(C)cc3C)c3ccccc23)cc1 | 108 | 0.8
CC(=O)N(C)c1ccc(N=Cc2ccc(C)o2)cc1 | 102 | 0.5
CCNc1nc(-c2cccnc2)nc2ccccc12 | 104 | 0.3
CN(C)S(=O)(=O)c1cccc(COC(=O)c2cccnc2SCC(=O)Nc2ccc3c(c2)OCO3)c1 | 108 | 1.1
O=C(COc1ncnc2ccccc12)NCCc1ccccc1 | 103 | 0.4
Cc1ccc2[nH]c3c(c2c1)CCCC3C#N (centres undefined) | 100 | 0.1
O=C(Cn1c(=O)c2cccn2c2cccnc21)N1CCCC1 | 100 | -0.4
O=C(Oc1ccc2c(c1)OCO2)C12CC3CC(CC(C3)C1)C2 | 102 | 0
O=C(CSc1nc2ccccc2c(=O)n1CCC(=O)NC1CCCCC1)Nc1ccccc1Cl | 102 | -0.8
CCOC(=O)/C=C1\SCC(=O)N1Cc1cc(Cl)cc2c1OCOC2 | 110 | 1.6

Some of the compounds tested; the hit share may differ from the screen's.
